PV pol inh – poliovirus RdRp elongation inhibitors, primary screen, biochemical, fluorescence polarization, total intensity. Genome polyprotein (Poliovirus type 1 (strain Mahoney)), P03300. poliovirus polymerase elongation; active compounds read low. % elongation, % (compound at 16.7 µg/mL). 0.66% of 150,000 active. AID 588519, 2011; in the data active means % elongation below about 90%; further: some results filed as inactive read as strong as hits
Target sequence (P03300 1749-2209 limits assumed): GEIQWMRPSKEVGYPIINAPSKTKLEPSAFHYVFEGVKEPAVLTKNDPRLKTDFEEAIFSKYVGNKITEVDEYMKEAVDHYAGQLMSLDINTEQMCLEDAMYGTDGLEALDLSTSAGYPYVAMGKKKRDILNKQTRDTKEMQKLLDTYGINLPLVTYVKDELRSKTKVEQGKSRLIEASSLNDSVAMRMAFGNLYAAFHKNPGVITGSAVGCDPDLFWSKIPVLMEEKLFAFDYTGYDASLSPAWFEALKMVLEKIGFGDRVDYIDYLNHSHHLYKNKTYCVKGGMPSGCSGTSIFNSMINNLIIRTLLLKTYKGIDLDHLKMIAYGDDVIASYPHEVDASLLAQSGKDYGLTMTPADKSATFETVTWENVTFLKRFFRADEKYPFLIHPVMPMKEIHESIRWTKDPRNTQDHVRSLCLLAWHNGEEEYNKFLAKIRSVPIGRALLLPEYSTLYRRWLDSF
PV pol inh FP z-score – recorded beside PV pol inh, whose call it bears; z-score; measured here: FP z-score; hits read low
An asterisk follows results filed as active.

SMILES | PV pol inh | PV pol inh FP z-score
Cc1oc(-c2ccccc2F)nc1Cn1c(SCc2ccccc2F)nc2ccncc21 | 106 | -0.4
CC1CC(NS(=O)(=O)c2cccs2)CC(C)(C)C1 (stereo not given) | 102 | 0.4
COc1ccccc1CNCC(O)Cn1c2ccccc2c2ccccc21 (stereo not given) | 102 | 0.3
Cc1ccccc1N1C=NC(=O)/C1=C\c1cccs1 | 102 | 0.3
O=C(CN(Cc1ccco1)C(=O)/C=C/c1ccco1)Nc1ccccc1Br | 103 | 0.1
CCC(=O)NCC(c1ccco1)N1CCc2ccccc21 (stereo not given) | 104 | 0.5
CCN(CC)C(=O)c1cc2sccc2n1Cc1ccc(F)cc1 | 102 | 0
CCNC(=O)NC1(C(=O)N2CCC(Cc3ccccc3)CC2)CCCCC1 | 100 | -0.4

Reprinted from the part before: two entries, followed by the next part.
SMILES | PV pol inh | PV pol inh FP z-score
CCN(CC)C(=O)c1cc2sccc2n1Cc1ccc(F)cc1 | 102 | 0
CCNC(=O)NC1(C(=O)N2CCC(Cc3ccccc3)CC2)CCCCC1 | 100 | -0.4
CC(C)(C)NC(=S)NCc1ccc2c(c1)OCO2 | 100 | 0
CCNC(=S)Nc1ccc(C)cc1 | 94 | -1.9
CCC(=O)N1CCc2cc(S(=O)(=O)NC(CC(C)C)C(=O)Nc3ccc(CC)cc3)ccc21 (stereo not given) | 102 | -0.3
Cc1ccc(CNC(=O)CCc2c(C)nc3c(c(C)nn3-c3ccccc3)c2C)cc1 | 101 | -1
Oc1c(CN2CCN(c3ncccn3)CC2)cc(Cl)c2ccccc12 | 106 | 0.5
COC(=O)CSc1nc(-c2cccs2)ccc1C#N | 104 | 0.1
COc1cccc(-c2nc(CS(=O)(=O)CC(=O)NCCCN3CCN(C)CC3)c(C)o2)c1 | 107 | 0.2
CCc1ccc(/C(N)=N/O)cc1 | 96 | -0.9
COc1cccc(-c2cc(C(F)(F)F)nc(-n3cc(C)c(=O)[nH]c3=O)n2)c1 | 105 | 2
CCOc1ccccc1CNCc1cccn1-c1nnc(N2CCN(c3ccccc3)CC2)s1 | 109 | 0.7
CN(C)c1ccc(/C=N/NC(=O)C2SCCCS2)cc1 | 104 | 0.3
Cc1ccc(-n2c(/C=C/c3ccc(Br)s3)nc3ccccc3c2=O)cc1C | 106 | -0.3
CC(NC(=O)COc1ccccc1)C(c1ccccc1)N1CCN(C)CC1 (stereo not given) | 106 | 1.9
CCOc1ccc(Nc2ncnc3onc(-c4ccc(Cl)cc4)c23)cc1 | 106 | -0.2
CCCn1ccc2c(OCC(=O)NCc3ccccc3Cl)cccc2c1=O | 110 | 0.8
Cc1ccc(S(=O)(=O)c2nnn3c2nc(N2CCCC2)c2ccccc23)cc1 | 101 | -0.6
CCCc1nc2nc(C)c(NS(=O)(=O)c3ccc(C)c(C)c3)c(=O)n2[nH]1 | 102 | -0.8
Cc1ccc(CNS(=O)(=O)c2cc(Br)cc3c2N(C(=O)C2CC2)CC3)cc1 | 106 | 0.3
CN1C(=O)/C(=C/c2cn(CC(=O)N3CCOCC3)c3ccccc23)c2ccccc21 | 105 | 0.2
C/C=C\C(=O)Nc1cc(-c2cn3cccnc3n2)ccc1C | 98 | -1.3
CCOC(=O)c1c(NC(C)=O)c2c3c(sc2n1Cc1ccc(F)cc1Cl)CCCC3 | 103 | 0.3
COc1ccc(-c2nc(CCNC(=O)c3ccc(Br)o3)cs2)cc1 | 103 | -1
O=c1nc(NCCO)ccn1-c1nc(-c2ccccc2)sc1-c1ccccc1 | 97 | -0.4
C=CCNC(=O)CN1CCC(O)(c2ccccc2F)CC1 | 100 | -0.8
CCOC(=O)CC1(c2ccccc2)SC(NC(C)=O)=NN1C(C)=O (stereo not given) | 102 | 0.1
Cn1ccc2c(OCC(=O)c3ccccc3)cccc2c1=O | 104 | 0.5
CC(=O)Nc1ccc(NC(=O)Nc2ccccc2)cc1 | 101 | -0.5
COc1ccc(C2CC(=O)c3c([nH]c(C(=O)OC4CCC(C)CC4)c3C)C2)cc1OC (stereo not given) | 106 | 0.1
CC(C)N=C(N)CCn1cnc2c1c(=O)n(C)c(=O)n2C | 100 | 0.1
CC(C)(C)c1ccc(-c2nnco2)cc1 | 103 | 0.6
CCOc1cccc2cc(C(=O)NCc3ccccc3)c(=N)oc12 | 99 | -0.6
O=C(CSCc1ccccc1)Nc1cc(=O)[nH]c(=O)[nH]1 | 104 | 0.4
COc1ccc(C2CC(=O)N(Cc3ccc(F)cc3)c3ccccc3S2)cc1 (stereo not given) | 106 | 0.4
Cc1ccc(-c2nn(-c3ccccc3)cc2/C=C(\C#N)C(=O)Nc2ccc(SC(F)F)cc2)o1 | 98 | -0.1
O=C(CN1C(=O)C2C3C=CC(C3)C2C1=O)NCC1(N2CCCCC2)CCCCC1 (stereo not given) | 99 | -0.6
O=C(Nc1cccnc1)C1c2ccccc2Oc2ccccc21 | 100 | -0.5
COc1c(C(=O)O)csc1Cl | 107 | 0.5
CC1CC(C)(C)N(C=O)c2ccccc21 (stereo not given) | 99 | -0.3
COc1cc(/C=C/C(=O)NC2CCCCC2)cc(S(=O)(=O)NCc2ccco2)c1OC | 101 | -0.4
O=c1oc2ccccc2cc1-c1nc(-c2cccnc2)no1 | 100 | -0.5
CCn1c(SC)nnc1C1CCCN(C2CCC(C)CC2)C1 (stereo not given) | 104 | 0.8
CN(C1CC2C=CC1C2)S(=O)(=O)c1cc(C(F)(F)F)cc(C(F)(F)F)c1 (stereo not given) | 105 | 0.2
CCNC(=O)c1c(O)c2ccccc2n(CC)c1=O | 104 | 0.8
CC(C)(C)Cc1nc(C2(c3ccc(Cl)cc3Cl)CC2)no1 | 100 | -0.4
COCCc1nn2c(=O)cc(COC(=O)c3ccc(Br)cc3)nc2s1 | 101 | -0.9
c1ccc(C2=Nc3ccccc3N=C(c3ccccc3)C2)cc1 | 107 | 0.3
O=C(OCC(=O)N1CCCC1)c1cccc(Br)c1 | 101 | 0.1
O=C(Nc1cccc(-c2nc3ccccc3o2)c1)c1ccccc1 | 100 | -0.8

4 compounds picked at random from those above, as already listed:
SMILES | PV pol inh | PV pol inh FP z-score
CCn1c(SC)nnc1C1CCCN(C2CCC(C)CC2)C1 (stereo not given) | 104 | 0.8
COCCc1nn2c(=O)cc(COC(=O)c3ccc(Br)cc3)nc2s1 | 101 | -0.9
CCNC(=O)c1c(O)c2ccccc2n(CC)c1=O | 104 | 0.8
CC(C)(C)Cc1nc(C2(c3ccc(Cl)cc3Cl)CC2)no1 | 100 | -0.4

Next section.
SMILES | PV pol inh | PV pol inh FP z-score
CC1(c2ccccc2)CNC(=O)C1 (stereo not given) | 101 | -0.1
Cc1nc(-c2ccccc2)sc1-c1ccc(SCC(=O)Nc2cccc(C(F)(F)F)c2)nn1 | 108 | 0.2
O=c1oc2ccccc2cc1-c1cn2cc(Cc3ccc(F)cc3)sc2n1 | 105 | 0.1
COc1ccccc1N1CCN(C(=O)CCNS(=O)(=O)c2ccc3c(c2)CCC(=O)N3)CC1 | 102 | -0.2
CS(=O)(=O)c1ccc(NC(=O)CN2CSCC2=O)cc1 | 106 | 0.3
CC(C)NC(=O)CCCn1sc2ccccc2c1=O | 102 | 0.2
COc1ccc(CNC(=S)N(CC(N)=O)C(C)C)cc1 | 98 | -0.3
Nc1nc(CN2CCN(C(=O)c3ccco3)CC2)nc(N2CCCc3ccccc32)n1 | 105 | 2.8
CC(C)c1ccc2c(c1)CCC1C(C)(CNC(=O)/C=C/C(=O)O)CCCC21C (stereo not given) | 102 | 0
Cc1cc(C(F)(F)F)nn1C(=O)c1cccnc1Cl | 100 | -0.3
COc1ccc(Cl)cc1NC(=O)C1CC(=O)n2c(nc3ccccc32)N1 (stereo not given) | 104 | 1.1
Cc1ccc(-c2cc3ncc4c(n3n2)-c2cc(Cl)ccc2OC4)cc1 | 107 | 0.7
Cc1ccc(C)c(S(=O)(=O)N2CCN(CC(=O)Nc3ccc4[nH]c(=O)[nH]c4c3)CC2)c1 | 99 | -0.2
O=C(CC1Sc2ccccc2NC1=O)OCc1cc(=O)oc2cc(O)ccc12 (stereo not given) | 100 | -0.3
CCc1c(C)nc(SCc2nc(-c3ccccc3C)no2)[nH]c1=O | 104 | -0.7
Cc1[nH]c(=O)[nH]c(=O)c1S(=O)(=O)N1CCC(C(=O)NCCN2CCN(c3ccccc3)CC2)CC1 | 98 | -0.2
O=C(NCc1cccs1)c1cccc(OC(F)F)c1 | 99 | -0.1
CCOC(=O)CN1C(=O)C2(C(C#N)=C(N)Oc3ccccc32)C2=C1CC(C)(C)CC2=O (stereo not given) | 102 | 0.2
O=C(Sc1nc2ccccc2o1)N1c2ccccc2Sc2ccccc21 | 103 | 0.2
Cc1oc2c(c1C(=O)NCCC(C)C)C(=O)c1ccccc1C2=O | 101 | -0.1
CC1CN(S(=O)(=O)c2ccc(C(=O)O)cc2)CC(C)O1 (stereo not given) | 102 | -0.2
Cc1c(Br)sc2sc(-c3nn(C)cc3Br)c(C)c12 | 99 | -1.6
O=C1Nc2ccccc2/C1=C/C(=O)c1ccco1 | 101 | 0
O=C(CN1C(=O)S/C(=C\c2ccc(-c3ccc(F)cc3F)o2)C1=O)N1CCOCC1 | 102 | 0.2
Cc1ccc(S(=O)(=O)N2CCCC(C(=O)NCCc3ccccc3)C2)cc1 (stereo not given) | 102 | 0.3
COCCNC(=O)Cn1cnc2onc(-c3ccc(F)cc3)c2c1=O | 102 | 0
Cn1c(Cc2cccc3ccccc23)nnc1SCc1ccccc1C#N | 100 | -0.4
CC(=O)c1ccc(NC(=O)CN2C(=O)CCc3cc(S(=O)(=O)N4CCC(C)CC4)ccc32)cc1 | 105 | -0.2
COc1ccc(CNc2ccc3cc(S(=O)(=O)N4CCCCC4)ccc3n2)cc1 | 112 | 0.9
CCc1ccc(NC(=O)Cn2c(=O)n(CCCCC(=O)NCCc3ccc(Cl)cc3)c(=O)c3ccccc32)cc1 | 111 | 1.4
CC(NC(=S)Nc1ccc2c(c1)OCO2)C1CCCO1 (stereo not given) | 100 | -0.5
Cc1cc(=O)oc2c(C(=O)c3ccccc3)c(OC(=O)C(C)C)ccc12 | 104 | 0.6
S=C(Nc1ccccc1)c1ccccc1 | 110 | 0.8
CCCCNC(=O)Oc1ccc(-c2csnn2)cc1 | 105 | 1.2
Cc1nc(-c2ccc(OCC(=O)O)cc2)cs1 | 101 | -0.3
NCc1noc(-c2ccccc2)n1 | 106 | 1.5
C=Cc1c(S(C)(=O)=O)sc(C(=O)Oc2ccccc2)c1C | 99 | -1.3
CCOC(=O)C1=C(O)c2ccccc2NC(=O)C1 | 104 | 0
CCCn1ccc2c(OCC(=O)Nc3ccc(NC(C)=O)cc3)cccc2c1=O | 100 | -0.8
CC(C(=O)Nc1ccc(C(N)=O)cc1)N1CCC(c2nc3ccccc3o2)CC1 (stereo not given) | 104 | 0.1
Cc1ccc(-c2nnc(Nc3ccc(F)cc3)c3ccccc23)cc1S(=O)(=O)NC(C)C | 105 | 0.1
CN(C)c1ccc(C(O)C(=O)c2cccs2)cc1 (stereo not given) | 99 | -0.4
O=C(CN1C=NS(=O)(=O)c2ccc(C(F)(F)F)cc21)Nc1cccc(C(F)(F)F)c1 | 108 | 0.2
COc1ccccc1NC(=O)C(=O)NCC(c1ccc2c(c1)OCO2)N1CCN(C)CC1 (stereo not given) | 114 | 1.7
O=C1CSC(c2cccnc2)N1CC1CC1 (stereo not given) | 100 | -0.2
N#Cc1c(N)c2ccccn2c1C(=O)c1ccc(Br)cc1 | 102 | 0.1
CC12CCC3C(CCC4CCCCC43C)C1C/C(=C\c1ccc[nH]1)C2=O (stereo not given) | 109 | 1
O=C(Cn1ncn2nc(-c3ccccc3)cc2c1=O)N1CCCC1 | 99 | -1.2
Cc1c(C(=O)N2CCC(C)CC2)c(S(=O)(=O)NCc2ccc(Br)cc2)c(C)n1C | 107 | 0.2
Cc1cc(C)cc(C(=O)NCC(=O)OCN2C(=O)c3ccccc3C2=O)c1 | 99 | -0.6
CNC(=S)N1CCN(c2cccc(C)c2C)CC1 | 102 | 0.3
CCC(=O)Nc1nnc(SCC(=O)Nc2ccc3c(c2)OCO3)s1 | 103 | 0.5
CCCCc1ccc(C(NC(=O)CCCn2cnc3c2c(=O)n(C)c(=O)n3C)c2cccs2)cc1 (stereo not given) | 104 | 0.4
CCN(CC)CCNc1ncnc2c1cnn2-c1ccc(F)cc1 | 99 | -1
O=C(CN1CCC(NC(=O)Nc2ccccc2-c2ccccc2)CC1)NCc1ccco1 | 103 | 0.4
O=C(c1ccc(C(=O)N2CCCCCC2)s1)N1CCCCCC1 | 104 | 0.5

Of the compounds above, these have a COOH group.
SMILES | PV pol inh | PV pol inh FP z-score
COc1c(C(=O)O)csc1Cl | 107 | 0.5
CC(C)c1ccc2c(c1)CCC1C(C)(CNC(=O)/C=C/C(=O)O)CCCC21C (stereo not given) | 102 | 0
CC1CN(S(=O)(=O)c2ccc(C(=O)O)cc2)CC(C)O1 (stereo not given) | 102 | -0.2
Cc1nc(-c2ccc(OCC(=O)O)cc2)cs1 | 101 | -0.3

Later entries
SMILES | PV pol inh | PV pol inh FP z-score
Cc1cc(CSc2cc(C)c(Cl)cc2C)no1 | 104 | 0.1
CCC(=O)N1CCCc2cc(S(=O)(=O)N3CCC(C(=O)Nc4cccc(Cl)c4)CC3)ccc21 | 101 | -0.3
CCCCNC(=O)CCn1c(=O)c2cccn2c2ccc(F)cc21 | 106 | -0.1
Cc1cc(/C=C2/SC(=O)N(C)C2=O)c(C)n1-c1ccccc1 | 109 | 0.6

The list is partial; rates above refer to the full screens.
